KOR beta-arrestin-1 = KOR agonists, beta-arrestin recruitment, primary screen, cell-based, luminescence, uHTS (AID 1777) | Kappa-type opioid receptor (Homo sapiens) | KOR beta-arrestin recruitment, luminescence; higher % means a stronger effect | activation, % at 10 µM, or EC50 in µM where a hit was titrated | actives 0.02% (n = 280,000); in the data active = activation above about 50%, passing the limit was not always enough; note: a part of the inactive calls stands beside numbers as strong as those of hits
NTR1 ag = agonists of NTR1, primary screen, imaging, U2OS cells, beta-arrestin-GFP, high content (AID 493036). activation, % at 20 µM. NTR1-U2OS beta-arrestin-GFP spot imaging, agonist mode. actives 0.17% (n = 330,000);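 active = activation at or above 40% of the spot to cytoplasm intensity ratio, with at least 20 cells analyzed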;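 note: 0% = DMSO without peptide and 100% = 100 nM NTR1 peptide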
Target sequence (P30989 whole entry, looked up): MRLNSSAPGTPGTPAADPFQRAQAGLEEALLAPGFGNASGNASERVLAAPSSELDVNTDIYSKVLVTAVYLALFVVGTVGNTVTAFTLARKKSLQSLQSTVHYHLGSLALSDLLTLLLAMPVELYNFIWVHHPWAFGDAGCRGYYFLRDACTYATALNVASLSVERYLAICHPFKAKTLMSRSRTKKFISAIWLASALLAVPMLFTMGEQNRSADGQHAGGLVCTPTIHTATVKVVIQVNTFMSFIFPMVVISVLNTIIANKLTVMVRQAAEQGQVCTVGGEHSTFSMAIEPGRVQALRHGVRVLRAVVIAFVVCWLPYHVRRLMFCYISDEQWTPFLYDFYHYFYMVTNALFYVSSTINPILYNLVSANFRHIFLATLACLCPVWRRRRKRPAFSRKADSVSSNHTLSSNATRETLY
GPR55 antagonists = GPR55 antagonists blocking LPI-driven arrestin recruitment, primary screen, imaging, U2OS, beta-arrestin-GFP, LPI agonist (AID 2013) | U2OS GPR55 beta-arrestin-GFP translocation imaging, LPI antagonism; higher % means a stronger effect | inhibition, % at 10 µM, or IC50 in µM where a hit was titrated | actives 0.13% (n = 290,000);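 active = spots per cell inhibited over 60%, with over 100 cells counted and total cytoplasm intensity under 500,000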;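 note: U2OS cells stably carrying GPR55 and arrestin-GFP stimulated by 5 µM LPI near EC80; imaged beta-arrestin-GFP aggregate spots per cell after agonist stimulation; plate controls were LPI-stimulated DMSO wells for no effect and DMSO wells without LPI for full effect; some results filed as inactive read as strong as hits; confirmed hits need IC50 under 10 µM and bright autofluorescent wells are also inconclusive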
Myeloid diff MLP = induction of myeloid progenitor differentiation, primary screen, cell-based, flow cytometry, MLPCN library. actives 1% (n = 360,000). calls only at 10 µM. ER-HoxA9 myeloid progenitors, lysozyme-GFP differentiation;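 active = normalized GFP-positive differentiation at or above the plate's own cutoff, the solvent-only control mean plus 3 SD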;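 note: cells exposed to compound for four days before flow analysis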
HEK293 NOD2/NF-kB = NOD2 signaling inhibitors, cell-based, luminescence, uHTS, HEK293 (AID 1566); HEK293 NOD2/NF-kB luciferase reporter, luminescence; higher % means a stronger effect; inhibition, % at 4 µM, or EC50 in µM where a hit was titrated; actives 0.63% (n = 290,000); note: many of its hits are not listed in these tables
GPR55 beta-arrestin = GPR55 agonists via beta-arrestin recruitment, primary screen, imaging, U2OS cells, beta-arrestin-GFP redistribution (AID 1961). one-dose activation, % at 10 µM; EC50 in µM for titrated hits. actives 0.048% (n = 290,000). G-protein coupled receptor 55 (Homo sapiens). U2OS GPR55 beta-arrestin-GFP redistribution imaging; higher % means a stronger effect;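 active = activation above 40% with more than 50 cells counted in the well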;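 note: U2OS osteosarcoma cells stably expressing GPR55 and beta-arrestin-GFP; plate controls were DMSO negative control for no effect and LPI positive control for full effect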
NOD1 inhibition = NOD1 signaling inhibitors, primary screen, cell-based, luminescence, uHTS (AID 1578); actives 1% (n = 290,000); inhibition, % at 4 µM, or EC50 in µM where a hit was titrated; NOD1-driven NF-kB luciferase reporter cells, luminescence; higher % means a stronger effect; in the data active = inhibition mostly above about 36%, no sharp cut-off; inactive = mostly below about 34%;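 note: HEK-293T reporter cells stimulated with the NOD1 agonist gamma-tri-DAP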
KOR beta-arrestin-2 = KOR antagonists, beta-arrestin recruitment, cell-based, luminescence, uHTS (AID 1778); Kappa-type opioid receptor (Homo sapiens); inhibition, % at 10 µM, or IC50 in µM where a hit was titrated; KOR beta-arrestin recruitment, luminescence, antagonist mode; higher % means a stronger effect; actives 0.091% (n = 290,000); note: strong numbers were not always called active
T cell modulator = modulators of CD8 T cell-vesicle binding, primary screen, mouse 2C CD8+ T cells, flow cytometry; 2C CD8+ T cell-vesicle binding; stronger effect = lower value; calls only at 7 µM; actives 0.068% (n = 330,000);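 active = response, share of CD8 T cells binding vesicles, and their 90th percentile fluorescence all below set limits, cut at about 80% in these data, passing the limit was not always enough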
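Read-out – percent CD8+ FL2 mean versus row control · System – murine 2C transgenic CD8+ T lymphocytes · Times – 1.5 h cell–vesicle binding at 37 °C, then 20 min icy labelling · Control set – naked vesicles low, QL9 vesicles with vehicle high · Detection – cytometric PE anti-B7-1 and Alexa647 anti-CD8 signals after 1% paraformaldehyde fixation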
T cell modulator vesicle-bound % = further read-out of T cell modulator, marked with its call; double positive events, %; measured here: CD8+ vesicle-bound cell fraction;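 binding gate set so that unloaded-vesicle control wells show 10% double positive cells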
NTR1 ag cell count 20 µM = further read-out of NTR1 ag, marked with its call; cell count; measured here: cell count, cytotoxicity flag
Myeloid diff MLP GFP+ MAC1+ % = also measured in Myeloid diff MLP; calls as there; GFP+ MAC1+ double positive, %; measured here: differentiation confirmed by MAC1 staining
Numbers without * were called inactive; i = inactive; x = not tested or not shown; & = joins results of further samples; [ ] = another dose, or the depositor's remark. Cut-off read from the data, not from the text of the source, unless noted: active = inhibition above about 50%; inactive = the rest. Only part of the results is shown (hit frequency here may not be typical).

Value order: GPR55 beta-arrestin | Myeloid diff MLP GFP+ MAC1+ % | NTR1 ag | GPR55 antagonists | NTR1 ag cell count 20 µM | NOD1 inhibition | KOR beta-arrestin-2 | Myeloid diff MLP | T cell modulator | HEK293 NOD2/NF-kB | KOR beta-arrestin-1 | T cell modulator vesicle-bound %
CCN(CC)C(=O)c1cn(C)c(=O)c2cc(OC)c(OC)cc12
    0.3% | 0.1 | -1.5 | -10% | 88 | x | 14% | i | i | 12% | 3.3% | 55
O=C1c2ccccc2NC(c2ccc(O)cc2)N1/N=C/c1ccc(O)cc1 (stereo unspecified)
    -0.2% | 0.4 | -0.2 | 7% | 60 | -26% | 26% | i | i | -23% | 2.2% | 48
CCOC(=O)C1=C(C)NC(=O)C(C(N)=O)C12CCCCC2 (stereo unspecified)
    -0.2% | 0.5 | -0.5 | -7% | 57 | -4% | 2% | i | i | 11% | 1.1% | 46
Cc1ccc(C(=O)NNC(=O)Cc2csc(-c3csc(C)n3)n2)cc1
    -0.2% | 0.3 | 2.3 | 2% | 56 | -4% | 30% | i | i | 11% | -0.1% | 45
Cc1c(Cl)cccc1NC(=O)c1ccco1
    -0.1% | x | -0.6 | -13% | 69 | -24% | 1%[20 µM] | x | i | 9% | -4.6% | 14
CCC(=O)N1CCN(c2nc(-c3ccc(Cl)cc3)cs2)CC1
    -0.3% | 1.0 | -0.7 | -12% | 85 | -13% | 0% | i | i | 0% | -2.3% | 35
COC(=O)c1nn(-c2ccc(OC)cc2)c(=O)cc1Sc1ccc(C)cc1
    -0.3% | 0.3 | -0.5 | 1% | 41 | -20% | -10% | i | i | 8% | 7.7% | 64
COc1ccc(C(=O)NCCCN=C2NS(=O)(=O)c3ccccc32)cc1
    0.7% | 2.1 | 1.2 | -4% | 34 | -41% | -5% | i | i | -16% | -0.6% | 16
COc1ccc(/C=N/NC(=O)c2ccc3nc[nH]c3c2)c(OC)c1OC
    0.2% | 1.0 | 1.7 | -1% | 55 | 0% | 12% | i | i | -8% | 0.5% | 31
CCOC(=O)C1CCN(C(=O)COC(=O)c2ccc3c(c2)C(=O)N(c2ccc(OCC)cc2)C3=O)CC1
    -0.3% | 0.1 | 1.3 | 3% | 44 | 1% | -41% | i | i | -3% | 4.7% | 15
COc1ccccc1N1CCN(Cc2ccc(OC)c3ccccc23)CC1
    -0.5% | 1.3 | -0.5 | 49% | 63 | -20% | -14% | i | i | 8% | -0.3% | 45
CONC(=O)C1CCN(C(=O)OCc2ccccc2)CC1
    -0.3% | 0.8 | -1.1 | 0% | 43 | -20% | 0% | i | i | -8% | 0.0% | 17
O=C(CNc1ccc(Br)cc1)c1ccc(O)cc1
    0.1% | 0.3 | -0.1 | -7% | 34 | -32% | -3% | i | i | -51% | 4.8% | 47
C=CCNC(=O)c1onc(CSc2ccc(F)cc2)c1C(=O)O
    -0.1% | 2.2 | -3.1 | -5% | 102 | 7% | -31% | i | x | -17% | 4.8% | x
O=C(O)C1CCCN1C(=O)OCC1c2ccccc2-c2ccccc21 (stereo unspecified)
    -0.3% | 1.0 | -1.9 | 10% | 69 | -14% | -5% | i | i | -1% | 3.2% | 20
Cc1cc2oc3c(c(=O)c2cc1C)C(c1ccc(C(C)C)cc1)N(CCCN1CCOCC1)C3=O (stereo unspecified)
    -0.2% | 3.2 | 4.3 | 2% | 69 | 42% | -25% | i | x | 1% | 0.7% | x
COc1ccc(N2CCN(/C(=N\S(=O)(=O)c3ccccc3)Nc3nc(C)cc(C)n3)CC2)cc1
    -0.1% | 1.3 | -0.9 | 9% | 68 | -15% | 7% | i | i | -7% | -2.8% | 33
CCOc1ccc(CC(=O)Nc2sc(Cc3ccccc3)c(C)c2C(N)=O)cc1OCC
    -0.1% | 0.2 | 0.4 | -7% | 70 | 6% | -19% | i | i | -4% | 5.5% | 52
CS(=O)(=O)N(CC(=O)NCc1ccccc1)C1CCCCC1
    -0.1% | 4.1 | 1.3 | -7% | 53 | -38% | -31% | i | i | -4% | -5.0% | 40
Cc1ccc(N=C2NC(=O)/C(=C\c3ccco3)S2)cc1
    0.4% | 0.1 | -1.5 | -7% | 54 | -25% | -22% | i | i | -21% | 0.2% | 33
CC(C)c1onc(C(=O)N2C(C)CCCC2C)c1[N+](=O)[O-] (stereo unspecified)
    -0.4% | 0.2 | -1.7 | 4% | 50 | -10% | 37% | i | i | 20% | 2.8% | 43
CC(C(=O)NCc1ccco1)n1cc([N+](=O)[O-])cn1 (stereo unspecified)
    -0.2% | 0.4 | -1.7 | 12% | 56 | -15% | 24% | i | i | 6% | -8.6% | 34
O=C(/C=C/c1ccccc1)N/C(=C/c1ccccc1)C(=O)N1CCCCC1
    0.0% | 0.3 | -3.5 | 22% | 28 | -6% | -11% | i | i | -1% | 2.9% | 20
Nc1nc(N2CCOCC2)nc2ccccc12
    0.2% | 0.6 | 1.7 | 11% | 46 | -6% | 2% | i | i | 13% | -8.4% | 15
CCOCCCn1c(=S)[nH]c2cc3c(cc2c1=O)OCO3
    0.2% | 0.5 | 1.3 | 9% | 86 | -18% | -26% | i | i | 8% | -2.6% | 63
CCOC(=O)C1=C(c2ccccc2)NC(=O)NC1c1ccc(OCC#N)c(OC)c1 (stereo unspecified)
    0.2% | 0.3 | 1.0 | 6% | 46 | 18% | 24% | i | i | 11% | -2.4% | 22
Cc1ccccc1-n1nnnc1-c1ccccc1
    -0.2% | 1.2 | -0.3 | 8% | 74 | -21% | 4% | i | i | -11% | 5.5% | 26
Cc1csc(CN(C)C(=O)C2CCC(=O)N(CCCc3ccccc3)C2)n1 (stereo unspecified)
    -0.2% | 1.4 | -0.5 | -5% | 80 | -17% | -1% | i | i | -13% | -0.8% | 17
C=COCCNC(=O)Nc1ccc(Cl)c(Cl)c1
    1.1% | 12 | 1.4 | 6% | 41 | -38% | 4% | i | i | -46% | 0.2% | 13
Cc1ccc(C(=O)C[n+]2cc(-c3ccccc3)n3c2CCCCC3)cc1
    -0.2%&0.0% | 0.4&0.5 | 0.2&1.5 | 10%&10% | 86&62 | -10%&-18% | 22%&29% | i | i | 19%&3% | 5.1%&-3.7% | 53&31
CCn1nnc(NC(=O)c2ccc([N+](=O)[O-])o2)n1
    0.2% | 0.6 | 1.4 | 4% | 37 | 0% | 7% | i | i | 1% | 2.1% | 1
O=C(CCn1nnc2ccccc21)OCC(=O)c1ccc(F)cc1
    -0.1% | 0.4 | 0.4 | -3% | 40 | -6% | -1% | i | i | -4% | 0.2% | 24
CCCc1nc2nc(C)c(NS(=O)(=O)c3ccc4c(c3)CCCC4)c(=O)n2[nH]1
    -0.2% | 0.1 | -1.8 | -2% | 27 | -6% | -16% | i | i | 8% | -0.8% | 29
Cc1ccc(C(=O)NC(NC(=O)c2ccc(C)cc2)C(Cl)Cl)cc1
    1.6% | 6.2 | -1.8 | 7% | 51 | -2% | 9% | i | i | 16% | -1.5% | 38
Cc1ccc(C(=O)N2CCCC(CCC(=O)N3CCN(c4ccccn4)CC3)C2)s1 (stereo unspecified)
    -0.2% | 0.1 | -0.1 | 10% | 43 | -47% | 0% | i | i | 3% | -5.3% | 7
COc1ccc2[nH]c(=O)c(CN(CCO)C(=O)c3ccccc3F)cc2c1
    -0.5% | 1.1 | 1.1 | -33% | 43 | -22% | -30% | i | i | 6% | -1.4% | 7
COc1ccc(NC(=S)N(CCc2c(C)[nH]c3ccccc23)Cc2cccnc2)cc1
    -0.3% | 2.3 | 3.8 | 4% | 43 | -23% | -24% | i | i | -11% | 0.3% | 44
Cc1cccc(C=Nc2ccccc2C(N)=O)c1
    -0.2% | 2.3 | -0.6 | -5% | 58 | -5% | 0% | i | i | -2% | -6.5% | 17
Cc1cccn2c(CNCC3(c4ccccc4)CCCC3)c(C(=O)N3CCOCC3)nc12
    0.2% | 1.0 | 0.2 | 19% | 99 | 0% | -25% | i | i | 12% | 2.2% | 64
O=C(N/N=C\c1cccnc1)c1ccc(Cl)s1
    -0.1% | 6.2 | -0.9 | -1% | 51 | -9% | 2% | i | i | -5% | -3.9% | 59
O=C(CNC(=S)N(Cc1ccccc1)Cc1cccnc1)NCc1ccccc1
    0.4% | 0.4 | -0.4 | 7% | 54 | -7% | -2% | i | i | -8% | 1.2% | 23
O=C(O)C(Cc1ccc(O)cc1)N1C(=O)C2CCCCC2C1=O (stereo unspecified)
    -0.3% | 0.5 | 2.3 | -1% | 58 | -2% | x | i | i | 0% | 5.3% | 26
COc1ccc2c(c1)C(=O)/C(=C/C=C/c1ccccc1)CC2
    0.7% | 0.8 | 3.0 | -1% | 85 | -47% | -14% | i | i | -43% | 11% | 28
CCc1ccccc1NC(=O)Cn1nc(C)n2cccc2c1=O
    -0.1% | 0.0 | 1.0 | -7% | 47 | 2% | -12% | i | i | -7% | -2.7% | 3
CN1CCN(C(=O)c2ccc(OCCOc3ccccc3)cc2)CC1
    -0.2% | 0.1 | -0.2 | 14% | 50 | -18% | 1% | i | i | 10% | -3.5% | 47
COc1ccc(S(=O)(=O)NCc2ccc(C)cc2)cc1
    0.0% | 2.9 | -0.6 | 12% | 72 | 3% | -1% | i | i | 7% | -1.1% | 40
CCCOc1ccc(NC(=O)CC2C(=O)N(CC)C(=S)N2CCNC(C)=O)cc1 (stereo unspecified)
    0.1% | 1.9 | 1.6 | -1% | 74 | -34% | 6% | i | i | 0% | 1.3% | 3
Cc1c(N=Cc2ccco2)c(=O)n(-c2ccccc2)n1C
    -0.2% | 0.6 | 0.7 | -6% | 48 | -1% | -46% | i | i | -7% | -4.5% | 25
